Screens: PubChem BioAssay, Southern Research Specialized Biocontainment Screening Center
influenza NS1A: H1N1 influenza NS1A inhibitors, functional cell based assay (AID 504329). NS1A functional cell-based assay, percent inhibition; higher % means a stronger effect. inhibition, % at 12.5 µM; hits with a dose series show IC50 in µM. actives 0.3% (n = 340,000); in the data active = a potency from the dose series; inconclusive = inhibition above about 27% without an active follow-up result; note: strong numbers were not always called active
M. tuberculosis: growth inhibition of non-replicating M. tuberculosis (AID 488890) | Mycobacterium tuberculosis non-replicating, growth inhibition; higher % means a stronger effect | one-dose inhibition, % at 25 µM; IC50 in µM for titrated hits | actives 0.39% (n = 320,000); in the data active = a potency from the dose series; inconclusive = inhibition mostly from about 82% at the one dose, without a potency; inactive = the rest, 99 in 100 with inhibition below about 76%;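 note: plate controls were DMSO cells for no effect and high antibiotic wells for full effect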
VEEV TC-83 Vero: inhibitors of VEEV TC-83 cytopathic effect, confirmation, Vero cells (AID 588727); Vero cells, VEEV TC-83 cytopathic effect inhibition; higher % means a stronger effect; one-dose inhibition, % at 20 µM; IC50 in µM for titrated hits; actives 0.13% (n = 350,000); in the data active = a potency from the dose series; inconclusive = inhibition mostly from about 14% at the one dose, without a potency; inactive = the rest, 99 in 100 with inhibition below about 12%; note: strong numbers were not always called active
M. tuberculosis HTS: M. tuberculosis growth inhibition, HTS (AID 449762) | M. tuberculosis H37Rv growth inhibition, 7H9 media; higher % means a stronger effect | actives 0.59% (n = 330,000) | inhibition, % at 25 µM, or IC50 in µM where a hit was titrated; in the data active = a potency from the dose series; inconclusive = inhibition above about 70% without an active follow-up result;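 note: bacterial growth assessed after seven days of incubation; strong numbers were not always called active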
PhoP GFP inhibition: PhoP regulon inhibitors, Salmonella typhi PhoP promoter GFP reporter, confirmatory (AID 1850); Salmonella Typhi PhoP-promoter GFP reporter, fluorescence, 4 h; higher % means a stronger effect; one-dose inhibition, % at 50 µM; IC50 in µM for titrated hits; actives 0.33% (n = 310,000); in the data active = a potency from the dose series; inconclusive = inhibition mostly from about 25% at the one dose, without a potency; inactive = the rest, 99 in 100 with inhibition below about 19%;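 note: 0% = induced wells with vehicle and 100% = uninduced wells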
VEEV TC-83 Vero 10K pilot screen: second read-out of VEEV TC-83 Vero, no call of its own (marks repeat the call); inhibition, %; measured here: 10K pilot screen inhibition
* hit, by the source's call; i = inactive; ? = inconclusive; . = not tested or not shown.

SMILES	influenza NS1A	M. tuberculosis	VEEV TC-83 Vero	M. tuberculosis HTS	PhoP GFP inhibition	others
COc1cc(CNc2ccc3[nH]c(=O)[nH]c3c2)ccc1OCc1ccccc1	-4%	25%	0.8%	0%	-2%
O=C(NCC1CCN(Cc2ccccc2F)CC1)Nc1cc(F)ccc1F	-14%	-4%	i	12%	-6%
Cc1cc(C(=O)OC(C)C(=O)Nc2nc(-c3ccccc3)cs2)c(C)o1 (centres undefined)	4%	37%	32%	6%	-8%
CC(C)CCNC(=O)c1ccc(C2SCC(=O)N2Cc2ccco2)cc1 (centres undefined)	-20%	16%	i	-7%	-1%
C#CCSC1=C(C#N)C(c2cccs2)C(C(=O)OCC)=C(C)N1 (centres undefined)	-2%	34%	1.4%	-10%	0%	VEEV TC-83 Vero 10K pilot screen=5.1
O=C(Nc1cnn(Cc2ccccc2)c1)c1nc2ncccn2n1	-4%	5%	2.2%	-1%	0%
CC1(C)CC(NCc2cccc([N+](=O)[O-])c2)CC(C)(C)N1	-2%	5%	i	-1%	-9%
CCc1noc(C)c1C(=O)Nc1nc(-c2ccc(Cl)cc2Cl)cs1	-4%	19%	0.0%	6%	-5%
Cn1c(SCC(=O)NC(c2ccccc2)c2ccccc2)nnc1-c1cccs1	5%	3%	2.2%	1%	-1%
CCCOP(=O)(c1ccc(N(C)C)cc1)C(O)c1ccc(Cl)cc1Cl (centres undefined)	5%	4%	0.0%	2%	-3%
CCOc1ccc(OCCC(=O)OCC(=O)NNC(=O)c2ccccc2)cc1	5%	3%	0.9%	14%	-2%
CN(C)c1ccc(C(CNC(=O)Cc2cccc3ccccc23)N(C)C)cc1 (centres undefined)	13%	-9%	0.6%	9%	2%
CN(c1ccccc1)S(=O)(=O)c1ccc(C(=O)Nc2nnc(C3=COCCO3)o2)cc1	-13%	30%	2.3%	38%	-5%
CN(C(=O)CSc1nnc(N)s1)C1CCCCC1	-8%	14%	3.1%	-3%	-12%
CCNc1nc(OCC)nc(N2CCC(Cc3ccccc3)CC2)n1	1%	-4%	0.3%	-1%	-1%
Oc1ccccc1/C=N/n1c2ccccc2c2ccccc21	0%	-14%	1.0%	-4%	-6%
COC(=O)C1CCN(C(=O)CSc2nc3nc(C)cc(C)n3n2)CC1	-6%	.	1.2%	.	.
CCOC(=O)c1c(NC(=S)N2CCOCC2)sc2c1CCN(C(=O)OCC)C2	.	70%	7.4%	67%	6%
CCOC(=O)CNC(=O)c1ccc(C#CC2(O)CCCCC2)cc1	10%	72%	0.6%	4%	-3%
CC(=O)Nc1ccc(N2C(=O)CC(c3ccccc3)CC2=O)cc1	-4%	-8%	1.6%	-7%	5%
Brc1ccc2ncnc(NCc3cccnc3)c2c1	-15%	14%	0.8%	-2%	0%
CCOc1ccc(OCC(O)CN2CCc3ccccc3C2)cc1 (centres undefined)	-7%	7%	2.1%	2%	5%
CSC1=NCCN1C(=O)c1ccc(S(=O)(=O)N(C)C)cc1	1%	10%	0.5%	3%	10%
O=C(CSc1ncnc2nc[nH]c12)c1ccc([N+](=O)[O-])cc1	-5%	0%	i	-8%	9%
CSc1ccc(/C=N/NC(=O)CN2CCN(Cc3ccc(C)cc3)CC2)cc1	-1%	32%	1.1%	1%	-6%

Quoted at random: four records from the list.
SMILES	influenza NS1A	M. tuberculosis	VEEV TC-83 Vero	M. tuberculosis HTS	PhoP GFP inhibition	others
O=C(CSc1ncnc2nc[nH]c12)c1ccc([N+](=O)[O-])cc1	-5%	0%	i	-8%	9%
CN(C)c1ccc(C(CNC(=O)Cc2cccc3ccccc23)N(C)C)cc1 (centres undefined)	13%	-9%	0.6%	9%	2%
Cn1c(SCC(=O)NC(c2ccccc2)c2ccccc2)nnc1-c1cccs1	5%	3%	2.2%	1%	-1%
CCOc1ccc(OCC(O)CN2CCc3ccccc3C2)cc1 (centres undefined)	-7%	7%	2.1%	2%	5%

Remaining list, next part:
SMILES	influenza NS1A	M. tuberculosis	VEEV TC-83 Vero	M. tuberculosis HTS	PhoP GFP inhibition	others
Cc1nn(-c2ccccc2)c(N2CCCC2)c1/C=N/NC(=S)Nc1cc(C(F)(F)F)ccc1Cl	1%	-25%	0.2%	4%	-12%
CCOC(=O)c1c(-c2ccccc2)c[nH]c1C	-6%	.	i	.	.
O=C(Nc1nnc(COc2ccccc2)s1)C1CCN(S(=O)(=O)c2ccc(Cl)cc2)CC1	8%	2%	i	-3%	5%
Cn1cccc1C(=O)OCC(=O)NCCc1ccc(S(N)(=O)=O)cc1	7%	0%	1.1%	8%	.
O=C(NCCO)C(c1ccccc1)c1ccccc1	-4%	10%	i	-2%	-1%
COc1ccccc1CN1CC(C(=O)N2CCC(OC)CC2)CCC1=O (centres undefined)	-3%	20%	0.1%	-1%	-4%
CC1C(=O)N2CCCc3cc(S(=O)(=O)NCCc4ccccc4)cc1c32 (centres undefined)	6%	25%	2.3%	-9%	5%
CC(C)CN(C(=O)COC(=O)C12CC3CC(CC(O)(C3)C1)C2)C1CCS(=O)(=O)C1 (centres undefined)	1%	-9%	4.2%	6%	4%
CCOC(=O)c1cnc[nH]c1=O	-12%	.	i	.	.
CCOC(=O)C1CCN(c2cc3c(cc2NC(=O)c2ccccc2)n(C)c(=O)n3C)CC1	-5%	-1%	7.0%	-3%	-12%
Cc1cc(NC(=O)CCCC(=O)NCc2cccs2)no1	-4%	8%	0.7%	5%	2%
Cc1cc(-c2ccc(NS(=O)(=O)c3ccccc3)c(C)c2)ccc1NS(=O)(=O)c1ccccc1	0%	.	3.7%	.	.
COc1ccc(N(C)C2=NS(=O)(=O)c3ccccc32)cc1	-8%	-6%	8.6%	-2%	-1%
COc1cc(NC(=O)c2cccnc2Sc2ccc(C)c(C)c2)cc(OC)c1OC	-3%	-5%	0.5%	-1%	4%
Cc1cccc(OCc2ccc(C(=O)Nc3cc(C)on3)o2)c1	-5%	77%	i	-6%	-1%
CCN(CCCNC(=O)c1[nH]c(C)c(C(C)=O)c1C)c1ccccc1	10%	27%	0.6%	-14%	-2%
O=C(Cn1c2[n+](c3ccc(C(F)(F)F)cc31)CCCCC2)Nc1c(F)cccc1F	-13%	31%	1.4%	-4%	1%
CCOC(=O)C1CCN(Cc2ccccc2C)CC1	4%	4%	0.6%	-7%	2%
Fc1ccc(Cn2ccc(-c3cnc(-c4ccccc4)s3)n2)cc1	-3%	77%	5.0%	27%	2%
Cc1ccnc(NC2CCCCC2)c1	0%	12%	0.8%	-1%	-12%
Cc1cc(C(=O)NCC(=O)Nc2ccc(F)c(F)c2)c(C)o1	4%	3%	2.7%	-5%	.
O=C(NCCNC(=O)c1ccccc1O)c1ccccc1O	-71%	2%	9.3%	7%	0%
CCCCc1cc2ccccc2c(OCCN(C)C)n1	5%	42%	i	6%	.
CCN(CC)S(=O)(=O)c1ccc(N2CCCC2)c(C(=O)OCC(=O)Nc2cc(C)on2)c1	-2%	21%	?	6%	-3%
CCOc1ccc(NCc2nnc(SCC(=O)Nc3nc(-c4ccccc4)cs3)n2-c2ccccc2)cc1	-4%	-9%	i	?	1%
The list continues.
SMILES	influenza NS1A	M. tuberculosis	VEEV TC-83 Vero	M. tuberculosis HTS	PhoP GFP inhibition	others
COc1ccc(OCC(=O)NNc2c3ccccc3nc3ccccc23)cc1	2%	37%	?	-1%	2%
Clc1ccccc1OCCCCN1CCCC1	-8%	4%	1.5%	-9%	-7%
CC(C)NC(=O)CSCc1ccccc1Cl	9%	38%	5.2%	3%	-13%
CSc1ccc(CN2CCN(C(=O)c3ccc([N+](=O)[O-])cc3)CC2)cc1	-4%	13%	i	-12%	10%
CCCCn1c(N)c(Sc2ccc(C)cc2)c(=O)[nH]c1=O	2%	9%	0.6%	2%	-2%
O=C(Nc1ccc2oc(-c3cccnc3)nc2c1)c1ccc(Br)o1	-11%	-2%	1.8%	-4%	-23%
Cc1cc(C)c(OCC(=O)N/N=C/c2ccc3c(c2)OCO3)c(C)c1	-3%	-22%	i	-7%	-5%
CC(=O)C(C)Oc1ccc2c3c(c(=O)oc2c1C)CCCC3 (centres undefined)	3%	47%	5.0%	?	-7%	VEEV TC-83 Vero 10K pilot screen=6.6
O=C1CSC(=S)N1/N=C/c1cccnc1	14%	2%	7.8%	7%	6%
CCn1nc(C)c(CNC(=O)C2CCC(=O)N(Cc3ccc(Cl)cc3)C2)c1C (centres undefined)	0%	-10%	0.6%	-7%	2%
CCOCCCn1c(=N)c(S(=O)(=O)c2ccc(C)cc2)cc2c(=O)n3cc(C)ccc3nc21	2%	3%	i	-8%	-20%
CCc1ccc(NC(=O)COC(=O)/C(=C/c2ccccc2OC)c2ccccc2)cc1	-7%	11%	3.7%	4%	-6%
CSc1nc2sc3c(c2c(=O)n1C)CCC(C)C3 (centres undefined)	-6%	?	1.8%	?	-18%
COc1ccc(NC(=O)c2cc(-c3ccco3)on2)cc1	-11%	35%	i	5%	2%
Cc1ccc([N+](=O)[O-])cc1N(CC(=O)NC1CCCC1)S(C)(=O)=O	-6%	-19%	1.4%	-2%	-4%
CC1(C)OC(C(=O)NC2CCCCC2)C(C(=O)NC2CCCCC2)O1 (centres undefined)	2%	11%	0.8%	7%	13%
O=C(CN1CCCCC1)NCC(=O)Nc1ccc(F)c(F)c1F	0%	-18%	i	1%	.
C#CCOCCOCCOCCNc1nc(N2CCOCC2)nc(N2CCN(C(=O)CCCCCCCCCCNC(=O)[C@H]([C@@H](C)CC)n3cc(CCCCN=C(N)N)nn3)CC2)n1	17%	74%	0.9%	?	5%	VEEV TC-83 Vero 10K pilot screen=0.7
CC(=O)Nc1nc2cc3c(cc2s1)OCCO3	4%	1%	1.2%	6%	6%
COC(=O)c1[nH]c(C)c(/C(O)=C2\C(=O)C(=O)N(CCN3CCOCC3)C2c2cccs2)c1C (centres undefined)	0%	-2%	3.2%	0%	4%
Cc1ccccc1C(=O)N1CCN(c2ccc(NC(=O)c3cccnc3)cc2)CC1	-2%	3%	5.5%	-5%	2%
C=CCNC(=O)c1cc(=O)c2ccccc2o1	1%	-27%	i	-7%	-9%
COc1ccc(-n2nc(C(=O)N(C)C3CCCCC3)c3ccccc3c2=O)c(OC)c1	4%	4%	3.5%	-1%	0%
COc1ccc(/C=C2/SC(=O)N(CCC(=O)Nc3ccccc3)C2=O)cc1OC	-9%	28%	1.6%	2%	-8%	VEEV TC-83 Vero 10K pilot screen=0.9
CCCC1CCC(=NNC(=S)NCCc2ccccc2)CC1 (centres undefined)	1%	?	1.0%	?	9%
Remaining list, next part:
SMILES	influenza NS1A	M. tuberculosis	VEEV TC-83 Vero	M. tuberculosis HTS	PhoP GFP inhibition	others
CC(C)c1nnc(NC(=O)c2sc3ccccc3c2Cl)s1	-26%	9.8µM*	4.0%	?	-8%
CCOC(=O)C1CCN(C(=O)c2ccc(OC)cc2OC)CC1	0%	6%	0.1%	8%	-6%
CCOc1ccccc1NC(=O)CSc1nnc(C2CC2)n1CC	2%	-24%	0.8%	4%	-9%
Cc1ccc2nc(NCc3ccccc3)c(C=NCc3ccccc3)c(=O)n2c1	-9%	31%	0.2%	4%	-2%
COc1ccc(OC)c(NC(=O)COC(=O)C2CCN(C(=O)c3ccc(Cl)cc3)CC2)c1	7%	10%	0.9%	-6%	-3%
O=C1OC(c2ccc([N+](=O)[O-])cc2)=N/C1=C/N1CC2CC(C1)c1cccc(=O)n1C2 (centres undefined)	14%	-16%	0.1%	-6%	-1%
COc1ccc2[nH]c(=S)[nH]c2c1	2%	-6%	2.4%	-2%	-7%
COc1cc(C)ccc1NC(=O)c1ccc(S(=O)(=O)N2CCOCC2)cc1	-5%	1%	1.5%	-7%	-3%	VEEV TC-83 Vero 10K pilot screen=1.6
O=C(Nc1ccncc1)c1cc(-c2ccccn2)nc2ccccc12	-2%	6%	0.3%	10%	26%
CCc1ccc(NC(=O)c2cnn3c(C(F)F)cc(C)nc23)cc1	-3%	-2%	1.0%	7%	-6%
COc1cnc(-c2ccccn2)nc1Oc1c(C)cccc1C	8%	?	0.9%	?	11%
COCc1ccc(C(=O)N2CCCC(C(=O)c3cccc(C(F)(F)F)c3)C2)o1 (centres undefined)	-3%	21%	2.0%	-3%	-9%
O=C(O)CCCN1C(=O)/C(=C\C(Cl)=C\c2ccccc2)SC1=S	-2%	73%	1.0%	3%	13%
COc1cc(C(C(=O)NC2CCCCC2)N(C(=O)Cc2c[nH]c3ccccc23)c2ccc(C)cc2)cc(OC)c1OC (centres undefined)	-5%	28%	5.6%	16%	0%
O=C(Cn1c(NCCO)nc2ccccc21)Nc1cccc(S(=O)(=O)N2CCCC2)c1	-14%	29%	8.4%	5%	.
COc1ccc(C(=O)NCC(=O)OCC(=O)NC2CCCCCC2)cc1	4%	7%	0.2%	6%	.
